SENP1 FRET inh – SENP1 (human) catalytic domain inhibition; Q9P0U3; recombinant SENP1 catalytic domain, CyPet-SUMO1-YPet FRET cleavage; inhibition, % at 10 µM; 360,000 tested, 0.21% active; AID 624204;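 active means inhibition at least 30% at 10 µM, raw YFP signal under a set limit, fluorescence ratio 0.5 to 1.5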;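 further: 0% = enzyme with DMSO and 100% = no enzyme wells; some results filed as inactive read as strong as hits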
Target sequence (Q9P0U3 419-644 limits assumed): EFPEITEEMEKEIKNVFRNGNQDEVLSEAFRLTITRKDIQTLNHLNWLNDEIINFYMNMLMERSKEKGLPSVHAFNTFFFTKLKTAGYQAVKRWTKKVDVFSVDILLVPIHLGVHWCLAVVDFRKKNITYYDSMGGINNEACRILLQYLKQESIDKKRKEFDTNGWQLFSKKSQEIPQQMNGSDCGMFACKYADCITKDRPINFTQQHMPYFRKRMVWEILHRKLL
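Test system: recombinant human SENP1 catalytic domain, His6-tagged / Medium: pH 8 Tris buffer with EDTA, NaCl, BME, BSA, NP40, catalase / Also added: SUMO1 FRET substrate flanked by Cypet and Ypet, 25 nM / Times: 50 min reaction at room temperature / Signal: FRET, CFP and YFP emission / Control set: no-enzyme low control and enzyme-plus-DMSO high control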
* = called active by the depositor. A portion of the library; the hit share may differ from the screen's.

SMILES	SENP1 FRET inh
CCOC(=O)c1cc2c(c(-c3ccccc3)n1)[C@@H](CCO)N(S(=O)(=O)C(C)(C)C)C2	-0.6
CC(C)(C)c1ccc(S(=O)(=O)NC(=O)C2(C)CCN2C(=O)Cc2ccccc2Cl)cc1 (stereo not given)	2.3
CCN1CCCC1CNC(=O)Cn1cc(C)c(=O)[nH]c1=O (stereo not given)	-0.1
COCC1OC(OC(C)C(O)c2cnc3nc(N)[nH]c(=O)c3n2)C(O)C(OC)C1O (stereo not given)	-68.4
Cc1cccc(C)c1NC(=O)C1C(c2ccc3c(c2)OCO3)=Nc2ccccc2N1C(=O)c1ccccn1 (stereo not given)	5.2
CC(C)CCNC(=O)C(c1ccco1)N(Cc1cccs1)C(=O)Cn1nnc2ccccc21 (stereo not given)	-0.5
Cn1c(N=Nc2ccc(N3CCOCC3)cc2)[n+](C)c2ccccc21	-0.4
C[C@@H]1CCCCO[C@H](CN(C)C(=O)Nc2ccc(C(F)(F)F)cc2)[C@@H](C)CN([C@H](C)CO)C(=O)c2cc(NC(=O)c3ccncc3)ccc2O1	-1.2
Cc1ccc(S(=O)(=O)Nc2ccccc2NS(=O)(=O)c2ccc(C)cc2)cc1	1.1
CCOc1cccc2sc(NN)nc12	-22.0
Cc1ccc(S(=O)(=O)NC(=O)C2(C)CCN2C(=O)CC2CCCC2)nc1 (stereo not given)	0.5
O=C(C[C@H]1C[C@@H]2c3cc(NC(=O)Nc4ccccc4F)ccc3O[C@@H]2[C@H](CO)O1)NCc1ccccn1	-3.0
C=CCNC(=S)N1N=C(c2ccco2)CC1c1ccco1 (stereo not given)	-12.0
O=C(C1CCCN(S(=O)(=O)c2ccc(F)cc2)C1)N1CCOCC1 (stereo not given)	-0.4
CC1(C(=O)NS(=O)(=O)C2CC2)CCCN(C(=O)c2cccc(OC(F)(F)F)c2)C1 (stereo not given)	3.1
CC1([N+](=O)[O-])COC(c2cccc3ccccc23)OC1 (stereo not given)	2.2
COc1cccc(C(NC(C)=O)c2nc(-c3cccc(C#N)c3)cs2)c1 (stereo not given)	0.1
COc1cc(OC)cc(-c2noc([C@@H]3O[C@H](CO)[C@H](O)[C@H](O)[C@H]3O)n2)c1	-2.5
COc1cc(/C=C2\COC/C(=C\c3cc(OC)c(OC)c(OC)c3)C2=O)cc(OC)c1OC	2.5
Cc1ccccc1-c1cnc(C(O)c2c(C)cccc2C)[nH]1 (stereo not given)	0.0
COCCCNC(=O)C[C@@H]1C[C@@]2(C(=O)OC)CCCCC=C2N(Cc2ccc(Cl)cc2Cl)C1=O	1.4
OC[C@@H]1CN(Cc2ccncc2)C[C@H](n2cnc3c(NCc4ccncc4)ncnc32)O1	-2.0
CCOC(=O)C(=Cc1ccccc1)C(=O)c1ccccc1	3.3
C=C1C(=O)CC2=C1[C@](Cc1ccc(F)cc1)(C(=O)OC)N(C(=O)c1ccccc1)C2	-0.5

Five compounds picked at random from those above:
SMILES	SENP1 FRET inh
CCOC(=O)C(=Cc1ccccc1)C(=O)c1ccccc1	3.3
CCN1CCCC1CNC(=O)Cn1cc(C)c(=O)[nH]c1=O (stereo not given)	-0.1
COc1cccc(C(NC(C)=O)c2nc(-c3cccc(C#N)c3)cs2)c1 (stereo not given)	0.1
O=C(C[C@H]1C[C@@H]2c3cc(NC(=O)Nc4ccccc4F)ccc3O[C@@H]2[C@H](CO)O1)NCc1ccccn1	-3.0
CC1([N+](=O)[O-])COC(c2cccc3ccccc23)OC1 (stereo not given)	2.2

Remaining list, next part.
SMILES	SENP1 FRET inh
Cn1ccc2c(N3CCCCCCC3)cc3c(c21)C1CCC3O1 (stereo not given)	-0.5
CC(C)(C)OC(=O)N1CCCN(C(c2ccnc3ccccc23)c2nnnn2-c2ccc3c(c2)OCCO3)CC1 (stereo not given)	3.7
CC(=O)Oc1ccccc1Cn1c(C)c(C(=O)NCc2cccc(Cl)c2)sc1=O	5.3
CCOc1ccc(CCN2C(=S)N([C@@H](CC(C)C)CN3CCCC3CN3C(=S)NC[C@@H]3CC(C)C)C[C@@H]2Cc2ccccc2)cc1 (stereo not given in full)	-0.4
O=C(/C=C1\C(=O)Nc2ccccc21)/C=C1\C(=O)Nc2ccccc21	-16.6
Cc1ccc(CNC(=O)CNC(=S)N(Cc2ccccc2)Cc2ccccc2F)cc1	-1.2
O=c1[nH]cc(F)c(=O)n1C1OC(CO)C(O)C1O (stereo not given)	-1.1
CCNC1(C#N)CCN(Cc2ccccc2)CC1	2.3
CN(CCc1ccccc1)C(C(=O)Nc1ccc2c(c1)OCCO2)c1ccnc2ccccc12 (stereo not given)	-3.3
NC(=O)c1ncn([C@@H]2O[C@H](CNCc3ccc(-c4cc(C(F)(F)F)ccc4Cl)o3)[C@@H](O)[C@H]2O)n1	-3.6
C/C(=N\NC(=O)c1nnn(-c2nonc2N)c1CN1CCC(C)CC1)c1ccc(Br)cc1	0.5
COC(=O)C(Cc1ccc(O)cc1)NC(=O)Cn1cc(C)c(=O)[nH]c1=O (stereo not given)	-0.2
CC1(C(=O)Nc2ccc(F)cc2F)CCN1C(=O)CCC1CCCC1 (stereo not given)	1.5
CC(C)NC(=O)c1cc(C2CCCCN2C(=O)c2ccc(C#N)cc2)on1 (stereo not given)	1.4
Cc1cccc(C)c1NC(=O)C(c1cccc(F)c1)N1CCN(C)CC1 (stereo not given)	5.0
CCS(=O)(=O)C1=NN2C(=N)/C(=C\c3ccc(SCc4ccco4)o3)C(=O)N=C2S1	-27.7
CN(C)Cc1csc(NC(=O)Nc2ccccc2C(C)(C)C)n1	1.2
Cc1ccc2c(c1)C(=C(C#N)C#N)CCN2	36.0*
CC(C)(C)n1nnnc1C(c1ccccc1)N1CCN(C(=O)C2CCCO2)CC1 (stereo not given)	1.8
COc1cc(OC)c(OC)cc1/C=N/Nc1ccc(Cl)nn1	2.9
COC(=O)c1ccc(C(=O)OC)c(NC(=O)Cc2cccs2)c1	-15.9
COc1ccc(NS(=O)(=O)c2cccc(C(=O)N/N=C(/C)c3ccc(-n4ccnc4)cc3)c2)cc1	-0.1
O=C(CNC(=O)c1ccccc1Br)NCC(c1ccco1)N1CCCCC1 (stereo not given)	-3.7
COCCNC(=O)C1(C)CCCN(C(=O)c2ccc(C(F)(F)F)cc2)C1 (stereo not given)	0.1
CC(=NNc1ccccc1)C(C)=NNc1ccccc1	0.0
CC1(C(=O)O)CCN1C(=O)c1cccnc1Oc1ccccc1 (stereo not given)	3.6
COc1cc(F)ccc1-c1csc(C(C)(NC(C)=O)c2ccccc2)n1 (stereo not given)	1.0
Cc1ccc(S(=O)(=O)N2C[C@H]3[C@H]4C(=O)N(c5ccccc5)C(=O)[C@H]4C[C@H](OC(=O)NC4CC4)[C@@]3(O)C2)cc1	2.5
CCOc1ccccc1NC(=O)C(OC(=O)c1cnc(C)cn1)c1ccccc1 (stereo not given)	1.7
CNC[C@H]1OCc2ccccc2-c2ccccc2C(=O)N([C@@H](C)CO)C[C@H]1C	1.2
CCCS(=O)(=O)NC(=O)C1(C)CCN(C(=O)c2c(C)noc2C)C1 (stereo not given)	2.5
COc1ccc(CCNC(=O)c2c(O)c3cc(OC)c(OC)cc3[nH]c2=O)cc1OC	2.7
COC(=O)c1ccc2nc(-c3ccco3)c(Cc3ccc(OC)cc3C)n2c1	-13.0
CCOC(=O)c1cc(OC)c2cccc(CN3CCCC(C)(C(=O)NCCOC)C3)c2c1 (stereo not given)	2.1
NC(c1csc(NC(=O)Nc2cccc(Cl)c2)n1)c1ccccc1Cl (stereo not given)	-1.8
OC[C@@H]1CN(Cc2ccccc2)C[C@H](n2cnc3c(NCc4ccc(F)cc4)ncnc32)O1	-31.2
CC(=O)Nc1ccc(NC(=O)C2(C)Cc3c(-c4ccc5c(c4)OCO5)ccnc3O2)cc1 (stereo not given)	-0.1
CCCc1c(-c2ccc(F)cc2)ncn1CCc1ccccc1OC	3.2
COC(=O)[C@@]12C[C@@H](CC(=O)N3CCC(c4ccccc4)CC3)C(=O)N(Cc3ccccc3)C1=CCC(C)(C)C2	-1.0
CCCCCCCCCC1NC(C(=O)O)Cc2c1[nH]c1ccccc21 (stereo not given)	-94.4
CC(CCC(=O)O)C1CCC2C3CC(O)C4CC(O)CC[C@]4(C)C3CCC12C (stereo not given in full)	5.3
O=C(Nc1ccc2c(c1)OCO2)c1cc(C2CCCCN2C(=O)c2ccc3ccccc3c2)on1 (stereo not given)	-0.9
COc1ccc(-c2cnc3c(NC(C)=O)cc(-c4cccc(C(=O)NCCN(C)C)c4)cn23)cc1OC	1.4
CCOc1ccc2nc(NC(=O)c3cccc(-c4cc5ccccc5oc4=O)c3)sc2c1	-0.8
Cc1ccc(S(=O)(=O)NC(=O)C2(C)CCN2C(=O)Cc2cccs2)nc1 (stereo not given)	1.4
Cc1ccc([C@H]2C[C@H](n3cc(C4CC4)nn3)[C@@H](O)CN2CC2CCCCC2)cc1	-5.4
Cc1ccc(C(=O)OCC(=O)N2CCC(C)CC2)cc1S(=O)(=O)N1CCOCC1	2.1
CCCCCc1c(Cc2ccccc2)ncn1CCc1ccccc1OC	2.9
CN1CCN2c3ccccc3CC(C#N)(C#N)C2C1 (stereo not given)	0.1
O=C(CS(=O)(=O)c1ccc(Cl)cc1)Nc1nccs1	-12.4
COc1ccc(C2c3[nH]c4ccccc4c3CCN2C(=O)c2cc3ncccn3n2)c(F)c1 (stereo not given)	-3.1
Nc1ccc(S(=O)(=O)Nc2cc(Cl)c(N)c(Cl)c2)cc1	-0.2
CSc1ncnc2c1ncn2CCCNCc1ccc2c(c1)OCO2	-0.2
CCC12CCCN3CCC4(C(=C(C(=O)OC)C1)Nc1ccccc14)C32 (stereo not given)	-5.2
CC1CCN(C(=O)c2ccc3c(c2)C(=O)c2ccccc2-3)CC1	1.5
Cc1cn(CC(=O)N[C@H](C)c2cccc3ccccc23)c(=O)[nH]c1=O	-0.1
O=C1CCc2cc(S(=O)(=O)Nc3cccc(Cl)c3)ccc2N1	3.9
C1CCc2c(c(N3CCOCC3)nc3sc4c(N5CCOCC5)nnnc4c23)C1	-1.0
Cc1ccccc1NC(=O)CNC(=O)N1CC(=O)Nc2ccccc21	-0.2
NCC[C@H](O)C(=O)N[C@@H]1C[C@H](N)[C@@H](O[C@H]2O[C@H](CN)[C@@H](O)[C@H](O)[C@H]2O)[C@H](O)[C@H]1O[C@H]1O[C@H](CO)[C@@H](O)[C@H](N)[C@H]1O	-1.0

The final 7 records of the part before open the next one.
SMILES	SENP1 FRET inh
CCC12CCCN3CCC4(C(=C(C(=O)OC)C1)Nc1ccccc14)C32 (stereo not given)	-5.2
CC1CCN(C(=O)c2ccc3c(c2)C(=O)c2ccccc2-3)CC1	1.5
Cc1cn(CC(=O)N[C@H](C)c2cccc3ccccc23)c(=O)[nH]c1=O	-0.1
O=C1CCc2cc(S(=O)(=O)Nc3cccc(Cl)c3)ccc2N1	3.9
C1CCc2c(c(N3CCOCC3)nc3sc4c(N5CCOCC5)nnnc4c23)C1	-1.0
Cc1ccccc1NC(=O)CNC(=O)N1CC(=O)Nc2ccccc21	-0.2
NCC[C@H](O)C(=O)N[C@@H]1C[C@H](N)[C@@H](O[C@H]2O[C@H](CN)[C@@H](O)[C@H](O)[C@H]2O)[C@H](O)[C@H]1O[C@H]1O[C@H](CO)[C@@H](O)[C@H](N)[C@H]1O	-1.0
NC(=O)c1cccc(-c2cccc3nccn23)c1	-2.4
Cc1ccc(OC(=O)N(C)C[C@@H]2OCc3cn(nn3)CCCC(=O)N([C@@H](C)CO)C[C@H]2C)cc1	1.2
Cc1cccnc1NC(=O)Nc1cccc(F)c1	0.3
O=C(Nc1ccccc1Cl)c1cc(C2CCCCN2C(=O)c2cccs2)on1 (stereo not given)	-1.6
CCOC(=O)C1=CCN(S(=O)(=O)c2ccccc2F)C1c1ccc(Cl)c(Cl)c1 (stereo not given)	0.9
CC1(C(=O)NS(=O)(=O)c2ccc(F)cc2F)CCN1C(=O)CC1CCCCC1 (stereo not given)	2.5
O=S1(=O)N[C@H](Cc2ccccc2)COc2cccc(N3CCSCC3)c21	2.6
O=c1[nH]c(=S)[nH]c2c1C(C1CCCCC1)OC(C1CCCCC1)C2 (stereo not given)	1.5
Cc1ccc([C@H]2C[C@H](n3cc(COC(=O)c4ccccc4)nn3)[C@@H](O)CN2C(=O)C2CCCCC2)cc1	1.8
COc1ccccc1C=NN=C(NN=Cc1ccccc1OC)NN=Cc1ccccc1OC	-0.2
Cc1ccc(S(=O)(=O)NCc2ccccc2NS(=O)(=O)c2ccc(C)cc2)cc1	3.8
Cc1ccc(S(=O)(=O)N2CCC(C(=O)NCCN3CCOCC3)CC2)cc1	0.3
O=C(COc1ccc(F)c(Cl)c1)NC(=O)NC1CCCC1	2.0
CC(C)(C)NC(=O)C1(C)CCC(=O)N1C1CC1 (stereo not given)	-0.7
NC1=CC(=O)C(=O)c2ccccc21	-4.5
NS(=O)(=O)c1cccc(NC(=O)COC(=O)c2ccc(S(=O)(=O)N3CCOCC3)cc2)c1	0.4
COc1ccc2cc(C3CC=C(COC(C)=O)CN3S(=O)(=O)c3ccccc3[N+](=O)[O-])n(C(=O)OC(C)(C)C)c2c1 (stereo not given)	1.2
CC1=C(C(=O)N(C(C)C)C(C)C)CC(CC(=O)NCCc2ccccn2)C(=O)N1Cc1ccccc1 (stereo not given)	-9.0
O=C1OC(c2ccccc2)(c2cc(Br)c(O)c(Br)c2)c2ccccc21 (stereo not given)	2.5
N/C(=N\OC(=O)COc1ccc(Br)cc1Cl)c1ccncc1	0.4
COc1ccc(NC(=O)C2(C)Cc3c(-c4cccc(C(N)=O)c4)ccnc3O2)cn1 (stereo not given)	-3.2
